From PubChem
CHRM1 antagonist: human M1 muscarinic receptor antagonists, primary screen, CHO-K1 cells, Fluo-8 calcium fluorescence, 1536-well; Muscarinic acetylcholine receptor M1 (Homo sapiens), P11229; CHO-K1 hM1, ACh EC80 antagonist; inhibition, % at 3 µM; hit rate 1.3% among 360,000; AID 588852, 2011;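 active means percent inhibition above its own plate's cutoff, namely the mean of that plate's compound wells plus 3 SD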;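 further: peak over basal fluorescence ratio during 140 s after agonist addition; 0% = ACh EC80 plus DMSO and 100% = DMSO alone without agonist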
Target sequence (P11229 whole entry, looked up): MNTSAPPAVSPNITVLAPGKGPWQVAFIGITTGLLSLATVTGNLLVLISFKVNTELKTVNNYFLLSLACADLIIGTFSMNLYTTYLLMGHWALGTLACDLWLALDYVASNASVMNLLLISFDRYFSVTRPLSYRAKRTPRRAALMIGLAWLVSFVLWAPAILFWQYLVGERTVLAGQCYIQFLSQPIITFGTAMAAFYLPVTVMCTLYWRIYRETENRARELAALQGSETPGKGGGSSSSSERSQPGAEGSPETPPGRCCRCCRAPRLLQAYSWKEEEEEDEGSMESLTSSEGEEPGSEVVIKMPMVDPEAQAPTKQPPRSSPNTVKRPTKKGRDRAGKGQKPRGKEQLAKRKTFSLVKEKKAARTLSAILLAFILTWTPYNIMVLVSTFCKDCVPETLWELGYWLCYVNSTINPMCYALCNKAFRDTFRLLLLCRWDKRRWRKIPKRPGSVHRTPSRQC
OXTR potentiate: human OXTR potentiators, primary screen, fluorescence, CHO-OTR cells, Fluo-8 calcium. Oxytocin receptor (Homo sapiens), P30559. Fluo-8 calcium fluorescence, potentiator mode; 0% = oxytocin EC15, 100% = EC100. activation, % at 3 µM. hit rate 0.061% among 320,000;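 active means activation above that plate's cutoff, the mean activation of tested compounds plus 3 SD, cut at about 6.6% in these data, passing the limit was not always enough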;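 further: 100% uses oxytocin at 75 nM as the full agonist control; some results filed as inactive read as strong as hits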
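assay system = CHO-OTR cells, human receptor | schedule = compound 6 min at room temperature before oxytocin, 100 s read | detection = Fluo-8 intracellular calcium fluorescence, ex 470-495, em 515-575 nm | evaluation = normalized max/min fluorescence ratio, % activation | control set = EC15 oxytocin alone as 0%, 75 nM oxytocin (EC100) as 100%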
TAAR1 ag: human TAAR1 agonists, primary screen, Fluo-8 calcium fluorescence, CHO RD-HGA16 cells; vehicle wells 0%, saturating PEA agonist 100%; activation, % at 3 µM; hit rate 0.99% among 360,000;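 active means activation above the mean activation of all test compounds in the run plus 3 SD, cut at about 38% in these data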
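Test system: RD-HGA16 (CHO) cells co-expressing Gα16 and hTAAR1; dosing: one-point dosing at 3 µM (nominal); timing: 17-24 h seeding, 75 min 37 °C dye, 30 min RT; signal: kinetic Fluo-8 calcium fluorescence; read-out basis: % activation relative to PEA EC100 response; controls: DMSO and PEA EC100; replicates: n 1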
OXTR ag: human OXTR agonists, primary screen, fluorescence, CHO-OTR cells, Fluo-8 calcium; Oxytocin receptor (Homo sapiens), P30559; Fluo-8 calcium fluorescence; normalized: DMSO 0%, oxytocin 100%; hit rate 0.32% among 320,000; activation, % at 3 µM;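 active means activation above the mean of all tested compounds plus 3 SD, cutoff set per screening run, cut at about 20% in these data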;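 further: peak over basal fluorescence ratio from a 100 s FLIPR kinetic read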
M1 PAM: human M1 muscarinic receptor positive allosteric modulators, primary screen, CHO-K1 cells, Fluo-8 calcium fluorescence, 1536-well | Muscarinic acetylcholine receptor M1 (Homo sapiens), P11229 | CHO-K1 hM1, ACh EC20; 0% = ACh EC20, 100% = maximal ACh | activation, % at 3 µM | hit rate 0.088% among 360,000; in the data active means activation above about 19%, passing the limit was not always enough
TAAR1 antagonist: human TAAR1 antagonists, primary screen, Fluo-8 calcium fluorescence, CHO RD-HGA16 cells. Trace amine-associated receptor 1 (Homo sapiens), Q96RJ0. antagonist. inhibition, % at 3 µM. hit rate 1.5% among 360,000;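 active means inhibition above a per-plate cutoff, the mean inhibition of test compounds on that plate plus 3 SD, cut at about 49% in these data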;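 further: 0% = DMSO plus EC80 beta-PEA response and 100% = DMSO alone without agonist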
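Test system – hTAAR1-expressing CHO RD-HGA16 cells, Gα16-coupled · Reagent – β-PEA at EC80 concentration, post-compound challenge · Compound dosing – 3 µM, single point · Timing – 140 s kinetic read after compound, 140 s after agonist · Detection – Fluo-8 intracellular calcium dye fluorescence, real-time kinetic reads · Control set – DMSO and EC80 PEA controls · Repeats – n of 1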
CHO parental Ca: ATP-evoked calcium signal inhibitors, parental CHO, primary screen, counter-screen for OX1R antagonist project, cell-based, fluorescence, Fluo-8 calcium dye. inhibition, % at 5.6 µM. parental CHO-K1, ATP-induced calcium, Fluo-8 fluorescence. hit rate 0.63% among 330,000;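 active means inhibition above that plate's mean sample inhibition plus 3 SD, cut at about 26% in these data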;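 further: 0% = ATP-challenged DMSO wells and 100% = DMSO wells without ATP; some compounds past the cut are filed as inactive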
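Material – parental CHO cells · Reagent – ATP stimulus · Compound – single nominal dose of 5.6 µM per compound · Detection – Fluo-8 fluorescence · Read-out basis – percent inhibition of calcium signal · Controls – ATP-challenged DMSO wells low, unchallenged DMSO wells high · Repeats – no replicates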
CHRM1 agonist: human M1 muscarinic receptor agonists, primary screen, Fluo-8 calcium fluorescence, CHO-K1 cells, HTS; CHO-K1 hM1, agonist mode; 0% DMSO, 100% acetylcholine EC100; activation, % at 3 µM; AID 588814, 2011; hit rate 0.33% among 360,000;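 active means activation above the run's mean compound activation plus 3 SD, cut at about 16% in these data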;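 further: peak over basal fluorescence ratio within a 140 s kinetic read after compound addition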
V1aR counter: agonists of human V1a receptor, primary screen, counter-screen for OXTR agonist project, fluorescence, CHO-V1R cells. Fluo-8 calcium fluorescence, agonist mode; 0% DMSO, 100% 3 nM vasopressin. Vasopressin V1a receptor (Homo sapiens), P37288. AID 2797, 2010. activation, % at 3 µM. hit rate 0.25% among 320,000;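 active means activation above the mean activation of all tested compounds plus 3 SD, per screening run, cut at about 20% in these data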;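 further: signal is peak over basal fluorescence ratio across a 100 second FLIPR read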
Target sequence (P37288 whole entry, looked up): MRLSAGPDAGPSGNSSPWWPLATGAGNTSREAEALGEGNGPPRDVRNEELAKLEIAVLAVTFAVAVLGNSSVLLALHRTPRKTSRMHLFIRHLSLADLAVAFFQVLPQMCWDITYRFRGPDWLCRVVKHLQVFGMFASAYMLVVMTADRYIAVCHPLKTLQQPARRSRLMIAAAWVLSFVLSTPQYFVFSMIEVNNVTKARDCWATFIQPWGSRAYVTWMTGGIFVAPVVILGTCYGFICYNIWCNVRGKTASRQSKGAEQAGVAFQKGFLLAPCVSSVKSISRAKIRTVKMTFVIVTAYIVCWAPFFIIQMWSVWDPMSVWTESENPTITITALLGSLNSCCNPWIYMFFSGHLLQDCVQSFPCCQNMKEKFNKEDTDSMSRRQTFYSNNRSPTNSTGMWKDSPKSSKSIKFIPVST
Numbers without * were called inactive; x = not tested or not shown.

Fields: TAAR1 ag | OXTR potentiate | CHO parental Ca | OXTR ag | TAAR1 antagonist | CHRM1 antagonist | CHRM1 agonist | V1aR counter | M1 PAM
COC(=O)C(C)NC(=O)C1CCCN1S(=O)(=O)c1cc(C)c(Cl)cc1C (stereo not drawn)
→ 9 | -5 | -23 | -0.5 | 14 | -8 | -2 | 0.2 | 11
CCCCC[C@@H]1C=C(C(=O)OCC)[C@H](c2ccccc2)N1S(=O)(=O)c1ccc(C)cc1
→ 2 | x | x | x | -18 | 7 | 1 | x | 0
COCCCNC(=S)NNC(=O)c1ccccc1Br
→ 12 | 4 | -13 | -0.2 | -8 | -10 | -6 | 3.6 | 8
CCCN(CCC)CCCNC(=S)Nc1ccc2nc(N3CCN(CC)CC3)cc(C)c2c1
→ -1 | -4 | 13 | -0.3 | -10 | 22 | -8 | -0.6 | -11
CC(C(=O)Nc1ccc(O)cc1C(=O)O)N1C(=O)/C(=C\c2cccs2)SC1=S (stereo not drawn)
→ -1 | 4 | -9 | -0.8 | -13 | -3 | 0 | -0.2 | 3
COC(=O)COC(=O)c1ccccc1NC(=O)c1ccccc1
→ -2 | 6 | -22 | -1.5 | 0 | 0 | -6 | -0.5 | -5
COc1ccc(Cl)cc1NS(=O)(=O)c1cccc(C(=O)NC2CCN(Cc3ccccc3)CC2)c1
→ 17 | x | x | x | 11 | -1 | 3 | x | 0
CSc1nnc(-c2ccc(Br)s2)n1C
→ 9 | -7 | -7 | -2.4 | -27 | -10 | -5 | 6.5 | 6
COc1cc(C(=O)Sc2ccc(Cl)cc2)cc(OC)c1OC
→ 8 | -9 | -16 | -1.4 | 4 | -8 | -6 | 0.8 | 2
COc1cc(/C=C2/OC(=O)c3cc([N+](=O)[O-])ccc32)cc(OC)c1OC
→ 6 | -18 | -12 | 0.4 | 7 | 10 | 0 | -0.1 | 3
O=C(NCCCN1CCOCC1)c1ccco1
→ 2 | -5 | -4 | 1.0 | -7 | -2 | -4 | 2.3 | 3
O=C(CCN1CCOCC1)NCC1COc2ccccc2O1 (stereo not drawn)
→ 11 | -13 | 0 | -0.2 | -5 | -6 | -4 | -0.6 | 12
CCCCCNc1nc(N2CCCC2)c2c(c1C#N)CCN(C)C2
→ 27 | -11 | -29 | 2.7 | -4 | -14 | -6 | 1.6 | -4
CCC1(C(=O)OC)NC(c2ccccc2OC)C2C(=O)N(C)C(=O)C21 (stereo not drawn)
→ 3 | -6 | -5 | 2.2 | -4 | -3 | -2 | 1.5 | 4
Cc1ccc(-c2cc(C(=O)N3CCN(c4ccc(O)cc4)CC3)c3ccccc3n2)cc1
→ 14 | -5 | -15 | 1.0 | 65* | 13 | 3 | 2.4 | -2
Nc1nc(-c2ccc3ccccc3c2)c(C2(O)C(=O)Nc3c(Br)cc(F)cc32)s1 (stereo not drawn)
→ 1 | -3 | -15 | -0.4 | 7 | -6 | -6 | 0.3 | 6
CCc1cc(=O)oc2c(C)c(OS(C)(=O)=O)ccc12
→ 1 | -14 | -7 | 0.2 | 1 | 8 | -2 | 0.3 | -4
O=C(NCCc1ccccc1)c1coc(=O)c(Br)c1
→ 87* | x | x | x | 80* | -17 | 3 | x | 15
Cc1cccc2nc(CNc3ccc(F)cc3)cn12
→ 8 | -5 | -22 | -1.1 | 5 | -32 | -3 | 0.2 | 5
CC(C)CC(C(=O)NC1CCCCC1)N(Cc1cccs1)C(=O)c1snc(C(N)=O)c1N (stereo not drawn)
→ 9 | -14 | -13 | -1.1 | 43 | 20 | -3 | -1.9 | -4
COc1ccc2c(c1)SC1=NCCS(=O)(=O)N12
→ 3 | -4 | -8 | -0.4 | -1 | 2 | -4 | 0.5 | 2
CC(C)CNC1CCS(=O)(=O)C1 (stereo not drawn)
→ 0 | -15 | -4 | 0.0 | -4 | -14 | -2 | 0.3 | 6
CC(NC(=O)CSc1nc2sc3c(c2c(=O)n1-c1ccccc1)CCCC3)c1ccccc1 (stereo not drawn)
→ 24 | -11 | 5 | 3.6 | 1 | -16 | 1 | 3.3 | 2
CN1OC[C@@H]2CN(S(=O)(=O)c3cccc4ccccc34)[C@H](c3ccc(-c4ccccc4)cc3)C[C@@H]21
→ 14 | x | x | x | -41 | -34 | 5 | x | 25*
CCCN1CCC(=O)N([C@H](CN=[N+]=[N-])Cc2ccccc2)CC1
→ 6 | -1 | -30 | 0.3 | -6 | 2 | -13 | 0.6 | -3
CC1(C)CC(=O)c2sc(NC(=O)C(C)(C)C)nc2C1
→ 5 | 2 | -8 | -0.1 | -7 | 6 | -4 | -0.4 | 0
CC(C)OC(=O)C1C2C=CC3(CN(Cc4cccs4)C(=O)C13)O2 (stereo not drawn)
→ 7 | -9 | 8 | 2.0 | -4 | -2 | -3 | 0.1 | 4
O=C(NCCCCNC(=O)c1ccco1)c1ccco1
→ 3 | -5 | -4 | 0.2 | -10 | -3 | 1 | 0.5 | 3
CC(=O)N1c2ccc(S(=O)(=O)NCC3CCC(C(=O)N4CCCCC4)CC3)cc2CC1C (stereo not drawn)
→ 1 | -6 | -29 | 1.2 | -6 | -3 | -2 | 3.8 | 7
C=CCNC(=S)Nc1sc2c(c1C(=O)OCC)CCN(C(=O)OCC)C2
→ 16 | -12 | -22 | -1.5 | 36 | -1 | 2 | -0.4 | 8

Three compounds picked at random from the list so far, as already listed:
Fields: TAAR1 ag | OXTR potentiate | CHO parental Ca | OXTR ag | TAAR1 antagonist | CHRM1 antagonist | CHRM1 agonist | V1aR counter | M1 PAM
COc1cc(/C=C2/OC(=O)c3cc([N+](=O)[O-])ccc32)cc(OC)c1OC
→ 6 | -18 | -12 | 0.4 | 7 | 10 | 0 | -0.1 | 3
CN1OC[C@@H]2CN(S(=O)(=O)c3cccc4ccccc34)[C@H](c3ccc(-c4ccccc4)cc3)C[C@@H]21
→ 14 | x | x | x | -41 | -34 | 5 | x | 25*
COc1cc(C(=O)Sc2ccc(Cl)cc2)cc(OC)c1OC
→ 8 | -9 | -16 | -1.4 | 4 | -8 | -6 | 0.8 | 2

Laid out differently: seven of the compounds above.
Molecule,TAAR1 ag,OXTR potentiate,CHO parental Ca,OXTR ag,TAAR1 antagonist,CHRM1 antagonist,CHRM1 agonist,V1aR counter,M1 PAM
CC(C)CNC1CCS(=O)(=O)C1 (stereo not drawn),0,-15,-4,0.0,-4,-14,-2,0.3,6
CC(NC(=O)CSc1nc2sc3c(c2c(=O)n1-c1ccccc1)CCCC3)c1ccccc1 (stereo not drawn),24,-11,5,3.6,1,-16,1,3.3,2
CN1OC[C@@H]2CN(S(=O)(=O)c3cccc4ccccc34)[C@H](c3ccc(-c4ccccc4)cc3)C[C@@H]21,14,x,x,x,-41,-34,5,x,25*
CCCN1CCC(=O)N([C@H](CN=[N+]=[N-])Cc2ccccc2)CC1,6,-1,-30,0.3,-6,2,-13,0.6,-3
CC1(C)CC(=O)c2sc(NC(=O)C(C)(C)C)nc2C1,5,2,-8,-0.1,-7,6,-4,-0.4,0
CC(C)OC(=O)C1C2C=CC3(CN(Cc4cccs4)C(=O)C13)O2 (stereo not drawn),7,-9,8,2.0,-4,-2,-3,0.1,4
O=C(NCCCCNC(=O)c1ccco1)c1ccco1,3,-5,-4,0.2,-10,-3,1,0.5,3

(listing goes on)
Fields: TAAR1 ag | OXTR potentiate | CHO parental Ca | OXTR ag | TAAR1 antagonist | CHRM1 antagonist | CHRM1 agonist | V1aR counter | M1 PAM
Cc1ccc(C)c(OCC(=O)OCC(=O)Nc2c(C)nn(-c3ccccc3)c2C)c1
→ 17 | -1 | -15 | 0.4 | 30 | 8 | -3 | 0.9 | -6
Cc1ccc(C)c(C(=O)NCCN(C)C)c1
→ 12 | -5 | 20 | 0.1 | -1 | -11 | -5 | -0.1 | 12
CC(=O)Nc1sc(C)c(C)c1C(=O)OCC(=O)N(C)c1c(N)n(Cc2ccccc2)c(=O)[nH]c1=O
→ 1 | -5 | -17 | 0.6 | 0 | -18 | 0 | -0.2 | 15
CS(=O)(=O)N(CC(=O)N1CCN(c2ccc(F)cc2)CC1)c1cccc(Cl)c1
→ 7 | 0 | -8 | 3.1 | 8 | -7 | -3 | 2.0 | -1
Cc1ccc(-n2ncc3c2CCCC3NC(=O)CCc2cnn(C)c2)cc1C (stereo not drawn)
→ 1 | 7 | -14 | -0.8 | -44 | -9 | -2 | 0.9 | 8
O=C(CCn1nc(-c2ccc(Cl)cc2)ccc1=O)N1CCN(c2ccccn2)CC1
→ 8 | x | x | x | 28 | 2 | -5 | x | 5
O=C(Cn1cnc2ccccc21)OCC(=O)N1CCCc2ccccc21
→ 8 | -23 | 1 | 12 | 11 | -1 | 0 | 8.2 | 4
C=CCNC(=O)NC(=O)COC(=O)/C(C#N)=C/c1ccc(OC)cc1
→ -2 | -17 | -16 | -0.5 | 13 | -2 | -4 | -0.5 | 4
CCN1C[C@@H]2[C@@H]3C(=O)N(C)C(=O)[C@@H]3[C@](C)(C1=O)N2C(=O)c1ccc(C(F)(F)F)cc1
→ 17 | x | x | x | -9 | 10 | -3 | x | -1
O=C(C(Cc1ccccc1)n1cccc1)N1CCN(Cc2ccccc2)CC1 (stereo not drawn)
→ x | -6 | -15 | -0.4 | x | 92* | -5 | 2.0 | -31
Cc1ccc(CSCCNC(=O)CN(c2cccc([N+](=O)[O-])c2)S(C)(=O)=O)cc1
→ 0 | -14 | -20 | -0.2 | 6 | -5 | -7 | 1.5 | -2
